# High-throughput results from PubChem.
# 697 NFkB inh: inhibitors of the PMA/ionomycin-induced NF-kB reporter in 697 B cells | 697 B-cell NF-kB luciferase reporter, 16 h | inhibition, % at 4 µM | actives 0.33% (n = 330,000) | AID 435022; in the data active = inhibition above about 35%
# Mdm2 MdmX PPI: human Mdm2/MdmX binding inhibition; AID 485346; inhibition, % at 8 µM; actives 3% (n = 330,000); SaOS-2 split-luciferase Mdm2/MdmX complementation, luminescence; O15151+Q00987;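 active = inhibition of at least 50% at 8 µM in the primary screen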
# Target sequence (O15151 whole entry, looked up): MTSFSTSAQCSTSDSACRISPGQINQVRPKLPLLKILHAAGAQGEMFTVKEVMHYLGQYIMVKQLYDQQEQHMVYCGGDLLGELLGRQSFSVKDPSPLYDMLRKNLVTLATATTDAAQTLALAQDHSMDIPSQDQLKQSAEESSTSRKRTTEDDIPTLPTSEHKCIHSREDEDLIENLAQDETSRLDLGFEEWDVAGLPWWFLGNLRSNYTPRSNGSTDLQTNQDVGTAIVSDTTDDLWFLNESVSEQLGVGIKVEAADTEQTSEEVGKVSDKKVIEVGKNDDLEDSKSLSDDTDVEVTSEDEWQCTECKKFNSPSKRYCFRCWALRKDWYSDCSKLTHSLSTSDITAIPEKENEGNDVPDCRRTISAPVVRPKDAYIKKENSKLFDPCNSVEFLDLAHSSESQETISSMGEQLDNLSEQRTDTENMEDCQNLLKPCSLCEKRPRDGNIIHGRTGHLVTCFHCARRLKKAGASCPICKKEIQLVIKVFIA
# Target sequence (Q00987 whole entry, looked up): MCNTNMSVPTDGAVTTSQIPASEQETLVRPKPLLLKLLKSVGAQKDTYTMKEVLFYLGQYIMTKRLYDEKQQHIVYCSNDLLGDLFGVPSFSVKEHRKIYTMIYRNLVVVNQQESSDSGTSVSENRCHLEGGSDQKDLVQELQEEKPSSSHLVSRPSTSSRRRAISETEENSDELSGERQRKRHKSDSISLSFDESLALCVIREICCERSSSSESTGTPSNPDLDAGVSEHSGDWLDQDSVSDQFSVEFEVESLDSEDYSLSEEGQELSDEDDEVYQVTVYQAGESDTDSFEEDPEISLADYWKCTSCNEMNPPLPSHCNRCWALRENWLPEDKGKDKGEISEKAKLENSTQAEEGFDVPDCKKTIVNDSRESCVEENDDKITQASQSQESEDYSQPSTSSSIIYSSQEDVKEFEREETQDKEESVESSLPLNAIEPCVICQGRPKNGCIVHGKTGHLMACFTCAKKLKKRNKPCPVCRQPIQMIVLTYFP
# UPR XBP1 act: adaptive UPR (XBP1) activation | actives 0.33% (n = 330,000) | activation, % at 20 µM | CHO-XBP1 luciferase reporter, IRE1-XBP1 UPR activation, luminescence; percent of tunicamycin response, DMSO as zero | AID 463104;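 active = versus positive control, 20 µM dose yields 30% or more activation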;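 note: 100% = tunicamycin at 10 µg/mL and 0% = DMSO only wells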
#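 Material: IRE1-XBP1 luciferase reporter CHO line / Quantity: one thousand reporter cells per well / Buffer or medium: F12 with 10% serum / Compound: 20 µM single concentration, DMSO 1% / Times: 6 h treatment, 37 °C / Detection: Steady-Glo luciferase glow luminescence, 10 min after reagent addition / Benchmarks: tunicamycin high, DMSO low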
# TIM10 inh: growth inhibitors of TIM10 yeast strain; inhibition, % at 10 µM; actives 1.4% (n = 330,000); AID 463195; S. cerevisiae TIM10 strain growth, BacTiter-Glo luminescence, 24 h;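 active = inhibition of 40% or more at the single tested concentration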;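 note: wild-type TIM10 isogenic control strain grown at permissive 25 °C; 0% = DMSO yeast wells and 100% = minimal medium wells without yeast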
# CHOP UPR activ: apoptotic UPR (CHOP) activation. CHO-CHOP luciferase reporter, luminescence; percent of tunicamycin response over DMSO baseline. activation, % at 10 µM. actives 0.34% (n = 330,000);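 active = at 10 µM dose, activation of 40% or more, normalized to positive control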;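 note: 100% = tunicamycin at 10 µg/mL and 0% = DMSO alone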
#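 Test system: CHO CHOP reporter cells. Input: 500 CHO-CHOP cells per well. Medium: F12 with 10% FBS. Technique: luciferase luminescence. Measure: percent activation relative to tunicamycin control. Dosing: 10 µM compound, 0.5% DMSO. Timing: 16-18 h cell attachment, then 6 h compound exposure, 37 °C.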
# tim23-1 inh: inhibits growth of tim23-1 mutant yeast. S. cerevisiae tim23-1 growth, BacTiter-Glo luminescence, 24 h. inhibition, % at 20 µM. actives 1.3% (n = 330,000). AID 463212;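 active = growth inhibition of the mutant yeast at or above 50%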;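 note: temperature-sensitive mutant grown at 25 °C; plate controls were DMSO-treated mutant yeast for no effect and medium wells lacking yeast for full effect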
# tim10-1 inh: tim10-1 yeast growth inhibition; S. cerevisiae tim10-1 ts strain growth, BacTiter-Glo, 24 h; inhibition, % at 20 µM; actives 2.2% (n = 330,000); AID 463190;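 active = inhibition of at least 40%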;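 note: mutant grown at 25 °C; 0% = DMSO wells with yeast and 100% = wells holding no yeast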
# Jurkat NFkB inh: inhibitors of the PMA/ionomycin-induced NF-kB reporter in Jurkat cells | PMA/ionomycin-induced NF-kB luciferase reporter, luminescence | inhibition, % at 4 µM | actives 0.53% (n = 330,000); in the data active = inhibition above about 50%
# * = called active by the depositor.
# Short forms – A = 697 NFkB inh; B = Mdm2 MdmX PPI; C = UPR XBP1 act; D = TIM10 inh; E = CHOP UPR activ; F = tim23-1 inh; G = tim10-1 inh; H = Jurkat NFkB inh
> COC(=O)C1=CNC=C(C(=O)OC)C1c1cccc(OC)c1
  A: 7; B: 8; C: -2; D: 12; E: 0.0; F: -9; G: 7; H: -8

> O=C(O)c1cc(CN2CCOCC2)oc1-c1ccccc1
  A: -16; B: 31; C: 0; D: -4; E: -1.9; F: 7; G: 15; H: -8

> O=C(Nc1ccccc1)OCC1CCCN2CCCCC12 (stereo not drawn)
  A: 5; B: -24; C: 1; D: -23; E: 1.0; F: -4; G: 12; H: -4

> Cc1c(OCC(=O)NCC(O)c2ccccc2)ccc2c3c(c(=O)oc12)CCC3 (stereo not drawn)
  A: -5; B: -12; C: -2; D: 17; E: 1.1; F: 23; G: 20; H: -2

> CCCn1c(O)c(CN2CCCCC2)c(C)c(C#N)c1=O
  A: 21; B: 26; C: -4; D: 3; E: -0.6; F: 7; G: 12; H: 6

> Cc1[nH]c2ccc(C(=O)NCCCN3CCCCCC3)cc2c1C
  A: -21; B: -18; C: -2; D: -11; E: -2.3; F: -33; G: -7; H: -20

> CC1CCc2c(sc(NS(=O)(=O)c3ccccc3)c2C(=O)OC(C)C)C1 (stereo not drawn)
  A: 12; B: 12; C: -1; D: 20; E: 1.4; F: 7; G: 32; H: 13

> COc1ccc(C(C)=O)cc1COC(=O)c1cccc(N(C)C)c1
  A: -2; B: 31; C: -2; D: 15; E: 1.2; F: -9; G: 25; H: -7

> CN1C(=O)C(Cc2cnc[nH]2)NC1=S (stereo not drawn)
  A: 19; B: 14; C: 2; D: 0; E: -0.1; F: 4; G: -7; H: -1

> CC1c2ccsc2CCN1S(=O)(=O)c1cccs1 (stereo not drawn)
  A: -5; B: 31; C: 2; D: 26; E: -0.3; F: 17; G: 5; H: 10

> CN(CCC(=O)Nc1ccc(Br)cc1)Cc1ccccc1
  A: 5; B: 7; C: 1; D: 6; E: 1.2; F: 10; G: 8; H: 1

> CC1Cc2nc(SCC(=O)N3CCCC3)n(C)c(=O)c2S1 (stereo not drawn)
  A: 6; B: -12; C: -2; D: 1; E: 0.6; F: 4; G: -18; H: 4

> CN(C(=O)c1ccncc1)c1nnc(-c2cnccn2)s1
  A: -13; B: -7; C: 0; D: 13; E: -0.1; F: 6; G: -7; H: -13

> O=C(Nc1ccncc1)Nc1ccc(F)c(Cl)c1
  A: -8; B: 34; C: 4; D: -11; E: 1.2; F: 6; G: -11; H: -9

> CN1CCN(c2ccccc2NC(=O)Cc2cn(C)c3ccccc23)CC1
  A: 1; B: 2; C: 7; D: 5; E: 2.8; F: 14; G: 17; H: 6

> Cc1cccc(C)c1Nc1c(-c2ccsc2)nc2ncccn12
  A: -6; B: -15; C: -3; D: 26; E: 0.6; F: 40; G: 10; H: 8

> CC(C)(C)NC(=O)C(c1ccc(F)cc1)N(Cc1cccs1)C(=O)c1ccc(CN2CCOCC2)o1 (stereo not drawn)
  A: -3; B: 16; C: -4; D: 4; E: 0.3; F: 11; G: 12; H: 10

> CC(=O)N1CCN(CC(=O)Nc2c(Cl)ccc(C)c2Cl)CC1
  A: 6; B: 1; C: -5; D: 0; E: -0.8; F: 5; G: -10; H: 13

> COc1ccc(NCc2nnc(SCC(=O)Nc3ccc(OC)cc3OC)o2)cc1
  A: -7; B: -18; C: 1; D: 5; E: 0.2; F: 0; G: 8; H: 2

> CN(CCC(=O)Nc1ccc(Cl)cc1)Cc1ccccc1
  A: 10; B: 31; C: 0; D: 0; E: 2.1; F: 12; G: 3; H: 16

> CS/C(=N\NC(N)=O)c1ccccc1
  A: 14; B: 13; C: 0; D: -5; E: -0.2; F: 5; G: -8; H: -19

> CCNc1nc(NC(C)C)nc(NC(C)(C)C)n1
  A: -21; B: 11; C: -5; D: 5; E: -1.0; F: 12; G: 4; H: 2

> O=C(CCN1C(=O)[C@@H]2Cc3ccccc3CN2C1=O)NCc1ccccc1
  A: 7; B: 5; C: -2; D: 5; E: -1.1; F: 15; G: 21; H: 10

> CSc1nc2c(c(=O)n1Cc1ccccc1)SC(C)C2 (stereo not drawn)
  A: -1; B: 18; C: 5; D: 6; E: -0.2; F: 17; G: 21; H: -1

> CC(N=c1ccccn1C(=O)Nc1cccc(C(F)(F)F)c1)c1ccco1 (stereo not drawn)
  A: -20; B: -12; C: -2; D: 33; E: -1.3; F: 29; G: 41*; H: -6

# Sorted by number of heavy atoms (low to high): some entries from above.
# Short forms – A = 697 NFkB inh; B = Mdm2 MdmX PPI; C = UPR XBP1 act; D = TIM10 inh; E = CHOP UPR activ; F = tim23-1 inh; G = tim10-1 inh; H = Jurkat NFkB inh
> CN1C(=O)C(Cc2cnc[nH]2)NC1=S (stereo not drawn)
  A: 19; B: 14; C: 2; D: 0; E: -0.1; F: 4; G: -7; H: -1

> CC1c2ccsc2CCN1S(=O)(=O)c1cccs1 (stereo not drawn)
  A: -5; B: 31; C: 2; D: 26; E: -0.3; F: 17; G: 5; H: 10

> CSc1nc2c(c(=O)n1Cc1ccccc1)SC(C)C2 (stereo not drawn)
  A: -1; B: 18; C: 5; D: 6; E: -0.2; F: 17; G: 21; H: -1

> O=C(Nc1ccccc1)OCC1CCCN2CCCCC12 (stereo not drawn)
  A: 5; B: -24; C: 1; D: -23; E: 1.0; F: -4; G: 12; H: -4

> COC(=O)C1=CNC=C(C(=O)OC)C1c1cccc(OC)c1
  A: 7; B: 8; C: -2; D: 12; E: 0.0; F: -9; G: 7; H: -8

> Cc1cccc(C)c1Nc1c(-c2ccsc2)nc2ncccn12
  A: -6; B: -15; C: -3; D: 26; E: 0.6; F: 40; G: 10; H: 8

> COc1ccc(C(C)=O)cc1COC(=O)c1cccc(N(C)C)c1
  A: -2; B: 31; C: -2; D: 15; E: 1.2; F: -9; G: 25; H: -7

> CN1CCN(c2ccccc2NC(=O)Cc2cn(C)c3ccccc23)CC1
  A: 1; B: 2; C: 7; D: 5; E: 2.8; F: 14; G: 17; H: 6

> Cc1c(OCC(=O)NCC(O)c2ccccc2)ccc2c3c(c(=O)oc12)CCC3 (stereo not drawn)
  A: -5; B: -12; C: -2; D: 17; E: 1.1; F: 23; G: 20; H: -2

> COc1ccc(NCc2nnc(SCC(=O)Nc3ccc(OC)cc3OC)o2)cc1
  A: -7; B: -18; C: 1; D: 5; E: 0.2; F: 0; G: 8; H: 2

> CC(C)(C)NC(=O)C(c1ccc(F)cc1)N(Cc1cccs1)C(=O)c1ccc(CN2CCOCC2)o1 (stereo not drawn)
  A: -3; B: 16; C: -4; D: 4; E: 0.3; F: 11; G: 12; H: 10

# (listing goes on)
# Short forms – A = 697 NFkB inh; B = Mdm2 MdmX PPI; C = UPR XBP1 act; D = TIM10 inh; E = CHOP UPR activ; F = tim23-1 inh; G = tim10-1 inh; H = Jurkat NFkB inh
> O=C(CSc1nnc(NC2CCCCC2)s1)NN1C(=O)NC2(CCCCC2)C1=O
  A: 27; B: 2; C: -2; D: -15; E: -0.5; F: 12; G: 0; H: -3

> COc1cc(/C=N\Nc2nc3ccccc3o2)cc(OC)c1OC
  A: -35; B: 14; C: 6; D: 21; E: 2.3; F: 20; G: 4; H: -26

> Cc1ccc(-n2nc3c(c2NC(=O)C2CC2)CS(=O)(=O)C3)cc1C
  A: -10; B: -7; C: 0; D: 0; E: 1.1; F: 4; G: -15; H: -9

> CNC(=S)N/N=C/c1c(C)cccc1Cl
  A: 9; B: 31; C: 2; D: 11; E: 1.1; F: 19; G: 3; H: 15

> Cc1cccc2[nH]c(CN(C)C(=O)C3CCC(=O)N(C4CC4)C3)nc12 (stereo not drawn)
  A: -9; B: 21; C: -7; D: -8; E: 0.8; F: 17; G: 11; H: 7

> O=C(COC(=O)CNC(=O)c1ccc(Cl)cc1Cl)NCC1CCCO1 (stereo not drawn)
  A: -4; B: -6; C: -1; D: -13; E: -1.9; F: 1; G: -10; H: -2

> O=C(O)CS(=O)CC(=O)Nc1cccc(C(F)(F)F)c1 (stereo not drawn)
  A: 6; B: 23; C: 1; D: -6; E: -2.5; F: 15; G: -9; H: -9

> COCCNC(=O)C(=O)NCC1OCCN1S(=O)(=O)c1ccc(C)cc1 (stereo not drawn)
  A: 9; B: -8; C: -3; D: -6; E: 0.1; F: 11; G: 1; H: 11

> COC(=O)c1ccc(-c2nc(O)c(C)s2)cc1
  A: -1; B: -14; C: 3; D: 7; E: 0.5; F: 15; G: 21; H: 7

> O=C(Nc1ccc(F)c(F)c1)c1oc2ccccc2c1NC(=O)C1CCCO1 (stereo not drawn)
  A: -29; B: 12; C: 0; D: 5; E: 2.3; F: 4; G: 19; H: -24

> O=C(c1cccnc1Nc1ccccc1F)N1CCOCC1
  A: 20; B: 11; C: -1; D: 10; E: 0.8; F: -3; G: 0; H: -4

> CCn1cc(CN2CCC(n3nccc3NC(=O)CCCc3ccccc3)CC2)c(C)n1
  A: 12; B: -11; C: -1; D: -6; E: 2.0; F: 5; G: 9; H: 24

> CC(C)(C)OC(=O)NCCC(=O)N/N=C/c1cccc2nccnc12
  A: 0; B: 13; C: -1; D: 25; E: 1.4; F: 13; G: 7; H: 13

> CC1CCN(C(=O)c2cc3c(ccc4ccccc43)o2)CC1
  A: -208; B: -116; C: -5; D: -9; E: -0.3; F: 36; G: 12; H: -181

> CCOC1(C(F)(F)F)NC(=O)N(Cc2ccc(OC)cc2)C1=O (stereo not drawn)
  A: 7; B: -1; C: 0; D: 2; E: -2.4; F: 21; G: 8; H: 13

> Nc1c(C(=O)NCc2ccco2)sc2nc3c(cc12)C(=O)CCC3
  A: 17; B: -6; C: -2; D: -17; E: 1.8; F: 4; G: 2; H: -16

> Cc1ccccc1-n1nc(C)c2cc(C(=O)N3CCN(S(=O)(=O)c4ccc(F)cc4)CC3)sc21
  A: 9; B: 26; C: -2; D: 7; E: 3.2; F: 8; G: 11; H: 10

> COCCCC1CCN(C(=O)C2CCC(=O)N(C3CCCCCC3)C2)CC1 (stereo not drawn)
  A: 5; B: 28; C: -1; D: 2; E: -0.1; F: -3; G: -8; H: 16

> COc1cc(OC)cc(-c2oc(=O)c3cc(OC)c(OC)cc3c2C#CCCO)c1
  A: -3; B: 26; C: -2; D: 2; E: 11; F: 0; G: 5; H: -5

> COc1nc(NC2CCCCC2)nc(NC(C)(C)C)n1
  A: -42; B: 14; C: 8; D: 36; E: 6.7; F: 44; G: 28; H: -24

> CC(C)(C)C1C=C(Sc2ccccc2)C(=O)O1 (stereo not drawn)
  A: -20; B: -12; C: -1; D: 10; E: 3.8; F: 45; G: 44*; H: -4

> Cc1cc(OC(C)C(=O)NCc2cccnc2)c2c(C)c(Cc3ccccc3)c(=O)oc2c1 (stereo not drawn)
  A: 21; B: 22; C: -10; D: -3; E: -0.3; F: 3; G: -3; H: 7

> O=C(CCSc1nc(-c2ccco2)cc(C(F)(F)F)n1)Nc1ccc2c(c1)OCO2
  A: 5; B: 19; C: -5; D: -9; E: 1.8; F: 9; G: -3; H: 6

> O=C(Nc1ccccc1)N(CCN1CCOCC1)Cc1ccccc1F
  A: 11; B: 9; C: -3; D: 7; E: 2.2; F: 6; G: -1; H: 6

> CCCNC(=O)C1CCC(CNS(=O)(=O)c2ccc3c(c2)N(C(C)=O)CCO3)CC1 (stereo not drawn)
  A: 3; B: 7; C: -4; D: 5; E: 1.0; F: 5; G: 17; H: 0

> COc1ccccc1OCC(=O)Nc1ccc2c(c1)OCCO2
  A: 0; B: -19; C: 6; D: 16; E: 7.3; F: 17; G: 10; H: -28

# Rows are unselected. Share with any hit: about 6.6%.
